# From PubChem BioAssay
# M1 agonist = agonists of M1 muscarinic receptor; CHO-M1 cells, Fluo-4 calcium fluorescence, agonist mode; stronger effect = higher value; B-score at 10 µM; hit rate 3% among 64,000; AID 626;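 active = fluorescence rise, raw or as B-score row- and column-corrected plate score, outside the 99.7% band of its plate's samples, either direction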
# M1 antag = M1 muscarinic receptor (rat) antagonism; CHO-M1 cells, Fluo-4 calcium, ACh EC80 antagonist mode; stronger effect = lower value; B-score at 10 µM; hit rate 3.4% among 64,000;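 active = calcium fluorescence response, raw or row-and-column corrected B-score, differing from the plate sample mean either way at a set confidence level, mostly lower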
# D1 allo mod = D1 dopamine receptor (human) allosteric modulation. HEK293 D1, CRE-luciferase, dopamine EC30 potentiation; actives deviate in either direction. B-score at 10 µM. hit rate 5.9% among 58,000. AID 641;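 active = luminescence count or its row- and column-corrected plate score outside the 99.7% band of the plate's sample wells, on either side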
# TNAP act mid DEA = activates human TNAP at intermediate phosphate acceptor concentration; P05186; purified TNAP, CDP-star luminescence, 100 mM DEA, 30 min; stronger effect = higher value; scale: 0 levamisole-inhibited, 1 vehicle-only enzyme; activation factor at 20 µM; 64,000 tested, under 10 active;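 active = activation factor of at least 2 at 20 µM, relative to controls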
# S1P3 ag = S1P3 (human) receptor agonism | hit rate 0.1% among 60,000 | AID 373 | Q99500 | S1P3 NFAT-BLA reporter cells, FRET ratio; relative to 1 µM S1P, basal subtracted | activation, % at 4.5 µM;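 active = activation above the screen-wide mean plus 3 SD, cut at about 4.5% in these data, passing the limit was not always enough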; note: some compounds called inactive have numbers as strong as hits
#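 Assay system: stable CHO line with human S1P3, Gα16, NFAT-BLA reporter; Detection: FRET β-lactamase substrate fluorescence, excitation 405 nm, 460/535 nm emission ratio, background-subtracted; Read-out: percent activation versus median 1 µM S1P response, basal-subtracted, per plate; Incubation: cells plated overnight, compound 4 h 37 °C, substrate 2 h RT.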
# E coli RNAP = inhibitors of Escherichia coli RNA polymerase; inhibition, %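 (tested at 10 µM)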; hit rate 0.2% among 62,000; P0A8V2; AID 559; E. coli RNA polymerase, fluorescence transcription assay; in the data active = inhibition above about 20%;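 note: 0% = enzyme without compound and 100% = no enzyme blank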
# S1P1 ag-PAM = activates or potentiates agonism at human S1P1 receptor | hit rate 0.57% among 56,000 | activation, % at 9.5 µM | P21453 | S1P1 CRE-bla cells, forskolin, beta-lactamase FRET, potentiator mode; S1P1 agonist co-added at EC20, 2 nM; 100% = saturating reference agonist, 0% = basal;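 active = activation above a cutoff set at the mean activation of all tested compounds plus 3 SD, cut at about 54% in these data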;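 note: forskolin at 4 µM as EC80 and the EC20 agonist is SEW2871; 100% = SEW2871 at its EC100 plus forskolin at EC80; some compounds past the cut are filed as inactive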
# * = called active by the depositor. This is a subset; the hit share may differ from the screen's.
SMILES,M1 agonist,M1 antag,D1 allo mod,TNAP act mid DEA,S1P3 ag,E coli RNAP,S1P1 ag-PAM
CCn1cc(C(=O)O)c(=O)c2cnc(N3CCNCC3)nc21,-0.62,0.56,1.1,0.8,-1.3,6,0
CN1CCCN=C1COC(=O)C(O)(c1ccccc1)C1CCCCC1 (centres undefined),0.51,-16*,-0.087,0.8,-2.8,-4,4
CCCCCC(=O)O[C@]1(C(C)=O)CC[C@H]2[C@@H]3CCC4=CC(=O)CC[C@]4(C)[C@H]3CC[C@@]21C,-0.071,-0.0079,-0.16,0.9,0.6,7,-1
C1COC(NC(C2CC2)C2CC2)=N1,0.045,0.67,-0.29,1,-4.5,4,5
CCC(NC(C)C)C(O)c1ccc(O)c2[nH]c(=O)ccc12 (centres undefined),0.24,0.81,14*,1,-1.8,8,-12

# Single values from the entries so far.
# CN1CCCN=C1COC(=O)C(O)(c1ccccc1)C1CCCCC1 (centres undefined) in D1 allo mod reads -0.087
# C1COC(NC(C2CC2)C2CC2)=N1 in M1 antag reads 0.67

# 3 compounds out of the list above, sorted by the number in TNAP act mid DEA, falling:
Compound	TNAP act mid DEA
C1COC(NC(C2CC2)C2CC2)=N1	1
CCCCCC(=O)O[C@]1(C(C)=O)CC[C@H]2[C@@H]3CCC4=CC(=O)CC[C@]4(C)[C@H]3CC[C@@]21C	0.9
CCn1cc(C(=O)O)c(=O)c2cnc(N3CCNCC3)nc21	0.8

# Reprinted at random: two compounds from above, in no set order.
SMILES,M1 agonist,M1 antag,D1 allo mod,TNAP act mid DEA,S1P3 ag,E coli RNAP,S1P1 ag-PAM
CCn1cc(C(=O)O)c(=O)c2cnc(N3CCNCC3)nc21,-0.62,0.56,1.1,0.8,-1.3,6,0
CN1CCCN=C1COC(=O)C(O)(c1ccccc1)C1CCCCC1 (centres undefined),0.51,-16*,-0.087,0.8,-2.8,-4,4

# D1 allo mod: hit marks shown above.
SMILES,M1 agonist,M1 antag,D1 allo mod,TNAP act mid DEA,S1P3 ag,E coli RNAP,S1P1 ag-PAM
CCC(NC(C)C)C(O)c1ccc(O)c2[nH]c(=O)ccc12 (centres undefined),0.24,0.81,14*,1,-1.8,8,-12
